HMGR II inh – blocks class II HMG-CoA reductase of Enterococcus faecalis. inhibition, % at 10 µM. actives 0.41% (n = 190,000). purified E. faecalis HMGR, NADPH absorbance 340 nm kinetic;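 active = inhibition above a set limit, the median over all tested compounds plus 3 SD, cut at about 9.5% in these data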;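 also: enzyme runs in reverse so mevalonate oxidation gives rising NADPH absorbance; 0% = complete reaction with DMSO and 100% = background rate lacking mevalonate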
TNAP inh hiacc – TNAP (human) inhibition, high acceptor; P05186; purified TNAP, CDP-star luminescence, 1 M DEA; actives 0.03% (n = 200,000); inhibition, % at 20 µM;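 active = over 50% inhibition of tissue-nonspecific alkaline phosphatase at 20 µM in the single-dose screen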;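 also: plate controls were DMSO wells for no effect and EDTA-quenched wells as full inhibition for full effect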
Target sequence (P05186 whole entry, looked up): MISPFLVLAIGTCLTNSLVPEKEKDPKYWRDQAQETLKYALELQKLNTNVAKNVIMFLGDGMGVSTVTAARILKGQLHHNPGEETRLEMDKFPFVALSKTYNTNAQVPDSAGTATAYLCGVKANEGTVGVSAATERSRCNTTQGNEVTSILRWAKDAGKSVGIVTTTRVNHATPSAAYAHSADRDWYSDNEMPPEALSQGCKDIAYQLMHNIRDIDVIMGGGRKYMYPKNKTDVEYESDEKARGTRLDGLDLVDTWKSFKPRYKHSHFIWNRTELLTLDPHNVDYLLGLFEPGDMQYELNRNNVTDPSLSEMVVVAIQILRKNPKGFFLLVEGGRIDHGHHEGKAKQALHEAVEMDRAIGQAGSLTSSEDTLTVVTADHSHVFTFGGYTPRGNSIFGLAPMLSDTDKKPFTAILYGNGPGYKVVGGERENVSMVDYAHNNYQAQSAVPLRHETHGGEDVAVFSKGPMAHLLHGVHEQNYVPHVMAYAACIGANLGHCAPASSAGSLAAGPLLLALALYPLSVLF
PMI activator – activators of human phosphomannose isomerase | P34949 | purified human PMI, coupled resazurin fluorescence, 20 min; stronger effect = higher value; 1 = vehicle control, 0 substrate-free wells | activation factor at 20 µM | actives 0.005% (n = 190,000) | AID 1214;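 active = activation factor of 2 or more at 20 µM, relative to plate controls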
RAM network inh – blocks the yeast RAM network | S. cerevisiae dse1pr::URA3 reporter, 5-FOA growth OD615, 2 d; analog-sensitive cbk1-as2 kinase mutant strain | inhibition, % at 50 µM | actives 1.8% (n = 190,000) | AID 868;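 active = inhibition above a set limit, 3 SD over mean compound inhibition, cut at about 8.4% in these data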;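 also: 0% = DMSO-only wells with no growth and 100% = 10 µM 1-NA-PP1 full growth; inhibition rescues growth on 5-FOA so higher OD means more RAM inhibition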
S1P3 antag – blocks the human S1P3 receptor. Q99500. CHO S1P3 NFAT-BLA reporter, FRET fluorescence, antagonist mode. inhibition, % at 4.98 µM. actives 0.27% (n = 170,000). AID 485;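 active = inhibition above the plate cutoff, the mean inhibition of test wells on that plate plus 3 SD, cut at about 28% in these data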;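 also: cells challenged with S1P at its EC80 of 0.8 µM; blue over green emission ratio from cleaved BLA substrate after 4 h stimulation; 0% = S1P-stimulated wells and 100% = unstimulated DMSO-only wells; some compounds past the cut are filed as inactive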
Target sequence (Q99500 whole entry, looked up): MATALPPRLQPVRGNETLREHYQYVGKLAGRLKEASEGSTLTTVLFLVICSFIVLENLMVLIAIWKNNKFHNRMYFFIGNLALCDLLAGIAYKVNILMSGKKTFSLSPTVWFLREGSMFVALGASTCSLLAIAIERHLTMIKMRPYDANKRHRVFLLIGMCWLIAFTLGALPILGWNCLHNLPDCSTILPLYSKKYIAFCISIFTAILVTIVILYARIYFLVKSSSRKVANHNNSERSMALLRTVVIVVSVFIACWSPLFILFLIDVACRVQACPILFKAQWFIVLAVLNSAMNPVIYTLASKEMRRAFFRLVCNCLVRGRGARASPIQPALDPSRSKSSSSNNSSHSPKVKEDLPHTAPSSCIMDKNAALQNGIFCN
TNAP inh no acc – TNAP (human) inhibition, acceptor-free conditions. P05186. purified TNAP, CDP-star luminescence, 30 min. inhibition, % at 20 µM. actives 0.26% (n = 200,000). AID 1012;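 active = tissue-nonspecific alkaline phosphatase inhibition above about 50% at 20 µM in the single-dose screen, limit read from the data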;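 also: 0% = DMSO negative control and 100% = EDTA positive control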
Redox H2O2 prof – compounds producing H2O2 with reducing agent – biochemical, NIH compound library profiling, artefact control for MLSCN library redox annotation, primary screen; DTT-dependent redox cycling H2O2, phenol red/HRP absorbance; 100% = 100 µM peroxide control, 0% = buffer; activation, % at 10 µM; actives 0.03% (n = 200,000);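 active = activation of at least 50% relative to the plate's high and low controls in the primary single-dose screen; inactive = activation below 50%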;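 also: compound incubated with DTT at 0.8 mM final as the reducing agent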
L major viab – inhibitors of Leishmania major promastigote growth; actives 9% (n = 200,000); inhibition, % at 10 µM; Leishmania major promastigotes, resazurin fluorescence viability; in the data active = inhibition above about 50%;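 also: promastigotes grown with compound for 44 hours at 28 °C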
Hsp70 act – Hsp70 transcriptional activation, primary screen; HeLa Hsp70 promoter luciferase reporter, luminescence; scaled: vehicle 0, proteasome-inhibitor control 100%; actives 0.04% (n = 200,000); activation, % at 10 µM;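 active = activation above the mean across all tested compounds plus 3 SD, cutoff set per campaign, cut at about 5.5% in these data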;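 also: 100% = MG132 at 30 µM as the positive control and 0% = DMSO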
PMI act hi M6P – PMI (human) activation, high substrate | activation factor at 20 µM | actives 0.34% (n = 190,000) | coupled PMI enzyme assay, resazurin fluorescence, 20 min; stronger effect = higher value; 1 = untreated enzyme, 0 = substrate-free blank;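 active = activation factor of 2 or more at 20 µM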
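Test system: human phosphomannose isomerase with PGI, G6PDH, diaphorase coupling enzymes; amount: 15 ng/mL PMI; incubation: enzyme reaction with compound 20 min at room temperature; technique: resorufin fluorescence (Ex 544/Em 590 nm) from resazurin via diaphorase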
Starred values were filed as active, the others as inactive; nt = no result given.

SMILES	HMGR II inh	TNAP inh hiacc	PMI activator	RAM network inh	S1P3 antag	TNAP inh no acc	Redox H2O2 prof	L major viab	Hsp70 act	PMI act hi M6P
COc1cccc(-c2cc(C(=O)NCCCn3ccnc3)c3ccccc3n2)c1	-0.6	-0.4	1	0.7	-4.8	-14.2	-0.7	41.5	-0.1	0.9
COC(=O)c1ccc(N)cc1O	-4.7	0.0	0.9	0.3	nt	-13.6	-0.2	-6.0	-0.6	0.9
CCN1CCCc2cc(CN(CCN3CCOCC3)C(=S)Nc3ccc(OC)c(OC)c3)ccc21	-2.3	-5.8	1	1.1	-8.8	-7.1	-0.4	-7.6	1.1	0.8
O=C(NCCc1ccc(F)cc1)c1n[nH]c2ccccc12	-7.7	-5.4	0.9	-1.0	-11.9	-72.6	-0.9	3.1	-0.3	0.9
N/C(Cc1ccc([N+](=O)[O-])cc1)=N\OC(=O)c1ccc2ccccc2c1	-5.1	10.1	1.1	1.6	nt	-7.1	1.5	17.4	0.0	1.1
Cc1ccccc1-c1cnn(-c2cccc([N+](=O)[O-])c2)c1N	-3.2	1.6	1.1	1.0	4.0	-3.6	-2.2	-6.0	-0.3	1.1
Cc1ccc(S(=O)(=O)N(CC2CO2)c2ccccc2[N+](=O)[O-])cc1 (stereo unspecified)	-2.3	-4.5	nt	0.0	1.4	-8.9	-0.4	2.9	-0.3	nt
CSc1ccc(Cl)c(C(=O)NCC(C)C)c1	0.2	-1.5	1	-0.1	-10.8	-10.2	2.6	5.0	-0.2	1
CCOC(=O)c1cc(CC)sc1NC(=O)CCC(=O)O	-2.3	-1.3	0.9	0.9	19.2	-1.4	0.7	0.5	-0.2	1
C=CCn1c(N2CCCC2)nc2c1c(=O)[nH]c(=O)n2C	0.7	-4.0	1	2.0	-14.7	-11.9	0.8	-0.5	-0.2	1
CCOC(=O)CNc1cccc(C(F)(F)F)c1	-1.4	-3.0	1	0.0	2.3	-11.4	-0.2	-8.3	-0.3	1.1
CNC(=S)N(Cc1ccc(OC)cc1)Cc1cc2cccc(C)c2[nH]c1=O	-5.1	0.2	1	4.0	-9.8	-2.8	-0.3	57.0*	-0.3	1

Ordered by count of non-hydrogen atoms (descending): some entries from above.
SMILES	HMGR II inh	TNAP inh hiacc	PMI activator	RAM network inh	S1P3 antag	TNAP inh no acc	Redox H2O2 prof	L major viab	Hsp70 act	PMI act hi M6P
Cc1ccccc1-c1cnn(-c2cccc([N+](=O)[O-])c2)c1N	-3.2	1.6	1.1	1.0	4.0	-3.6	-2.2	-6.0	-0.3	1.1
O=C(NCCc1ccc(F)cc1)c1n[nH]c2ccccc12	-7.7	-5.4	0.9	-1.0	-11.9	-72.6	-0.9	3.1	-0.3	0.9
CCOC(=O)c1cc(CC)sc1NC(=O)CCC(=O)O	-2.3	-1.3	0.9	0.9	19.2	-1.4	0.7	0.5	-0.2	1

The results go on:
SMILES	HMGR II inh	TNAP inh hiacc	PMI activator	RAM network inh	S1P3 antag	TNAP inh no acc	Redox H2O2 prof	L major viab	Hsp70 act	PMI act hi M6P
Cc1ccc(C(C(=O)NC(C)(C)C)N(Cc2ccccc2)C(=O)c2snc(C(N)=O)c2N)o1 (stereo unspecified)	-2.4	-4.1	1.1	1.1	-5.6	-0.6	-0.1	54.5*	-0.4	1
S=C(Nc1ccc(Cl)cc1)Nc1cccc2cnccc12	2.6	3.0	0.7	0.1	-3.7	8.4	1.1	3.1	-0.4	0.9
Fc1ccc(-c2nc3c(-c4ccc(Cl)cc4)cnn3cc2CCN2CCOCC2)cc1	-3.3	-7.7	0.9	1.8	-16.2	-13.1	4.6	12.7	-0.3	1
Cc1cc(N)n(-c2nc(-c3cccnc3)nc3ccccc23)n1	0.7	-2.4	1	0.3	nt	-5.8	2.1	2.1	-0.3	0.9
CCc1cc2cc(C)ccc2nc1SCC(=O)Nc1cc(C)on1	-6.2	-1.9	1	5.1	nt	-7.7	0.7	4.4	0.1	1.1
Nc1ccc2nc(C3CCCCC3)[nH]c2c1	2.6	-8.3	1	-0.2	-8.0	-7.1	-0.5	-4.0	-0.1	0.7
NC(=O)C1CCN(CC(=O)N2N=CCC2c2ccccc2)CC1 (stereo unspecified)	1.8	-2.6	0.9	3.2	-1.0	-4.3	-0.4	-7.7	-0.3	0.9
CCOc1ccc(S(=O)(=O)Nc2ccccc2C(=O)N/N=C/c2c(OC)ccc3ccccc23)cc1	-5.8	0.7	0.9	1.7	-7.0	-13.8	0.8	-8.3	-0.4	0.9
CCOC(=O)c1c(NC(=O)CSc2nc3ccccc3c(=O)n2-c2ccc(F)cc2)sc(C(C)=O)c1C	4.6	-4.7	1	3.8	-3.8	-5.4	-0.1	17.4	-0.1	1
COc1ccc(CNC(=O)c2c(O)c3cccc4c3n(c2=O)CCC4)cc1OC	-1.1	3.5	1.1	3.1	-11.8	10.8	0.3	-6.2	-0.1	1.2
Cc1ccc(CNC(=O)CNC(=S)N(Cc2ccccc2)Cc2cccnc2)cc1	-2.0	-10.4	1	1.0	-13.9	-30.2	-0.4	96.6*	-0.4	1
COc1ccc(Cl)cc1NC(=O)COC(=O)CNC(=O)c1ccc([N+](=O)[O-])c(C)c1	-2.9	-1.1	1	5.7	-6.6	-3.5	0.1	56.4*	-0.2	0.9
C=Cn1c(N2CCOCC2)nc2c1c(=O)[nH]c(=O)n2C	-2.9	-0.9	1	-0.2	-5.6	-13.7	1.1	-1.1	-0.3	1
CCN(CC)S(=O)(=O)c1ccc2nnn(OCC(=O)Nc3cccc(C#N)c3)c2c1	-6.6	3.2	1	2.3	-3.4	-0.3	0.9	9.3	-0.3	1
Cc1cc(C)n(CCNC(=O)c2cc(COc3c(F)cccc3F)on2)n1	-2.7	-0.9	1	-0.2	-8.1	-4.6	0.4	-3.1	-0.2	0.9
CCN(CC)C(=O)COc1ccc(/C(C)=N/NC(=O)c2ccccc2O)cc1	-4.4	-6.6	1.2	1.8	17.4	-11.9	-1.8	-0.5	-0.1	1.1
Cc1ccc2nc3sc(C(=O)N4CCOCC4)c(N)c3cc2c1	-0.4	-3.5	1.5	3.0	3.1	0.8	2.4	-2.2	-0.1	2*
O=C(COC(=O)/C=C/c1ccc(Cl)cc1)Nc1ccccc1	-5.5	0.5	1.1	0.1	-8.5	-14.6	0.7	-6.2	0.1	1
COc1ccc(-c2cc3nc(-c4ccccc4)cc(N4CCCC(O)C4)n3n2)cc1 (stereo unspecified)	-4.5	-3.3	0.9	-1.4	2.8	-5.7	-2.3	32.0	-0.3	0.9
CCN(CC)S(=O)(=O)c1ccc(OC)c(N)c1	4.0	-0.2	1	1.8	-2.8	2.4	0.0	-4.3	0.1	1.1
COc1ccc(-c2cc(C(F)(F)F)nc(SCCC(=O)N3CCN4CCCC4C3)n2)cc1 (stereo unspecified)	-0.2	-3.0	1	0.7	21.2	-5.8	1.8	55.0*	-0.4	1
CC(C)(C)c1ccc(-c2nnc(SC3CCOC3=O)n2Cc2ccccc2)cc1 (stereo unspecified)	-4.5	4.7	0.9	2.7	-20.5	10.4	-1.0	-7.0	-0.1	1
O=C1CCCN1CC1CCCN(Cc2nc(COc3ccccc3)no2)C1 (stereo unspecified)	-2.9	-3.5	0.9	-0.1	-20.7	-6.1	-1.9	-7.0	0.3	1
Cc1cccc2sc(NNC(=O)C3COc4ccccc4O3)nc12 (stereo unspecified)	1.2	-3.2	1.3	8.4	-1.6	-59.6	0.5	-5.3	-0.2	1.3
CCn1c2ccccc2n2c(=O)c(=O)n(CC(=O)Nc3ccc(C(C)C)cc3)nc12	3.9	-0.9	0.8	5.0	-1.5	-29.5	0.9	2.3	-0.3	0.9
O=C1CSC(c2cn(-c3ccccc3)nc2-c2cc3ccccc3oc2=O)N1Cc1cccnc1 (stereo unspecified)	1.6	-4.8	1	0.8	nt	-6.9	0.4	35.4	0.3	1
Cc1cccc2cc(C#N)c(NCCNC(=S)NCCCN3CCOCC3)nc12	5.0	-7.8	1.1	-0.7	nt	-8.6	0.3	26.7	-0.2	1.3
O=C(N/N=C/c1ccccc1OC(F)F)c1cc(-c2ccncc2)nc2ccccc12	-0.4	-4.3	1.1	-0.3	11.0	-22.3	0.4	17.6	0.1	1.1
CS(=O)(=O)c1ccc(Sc2nc3ccccc3[nH]2)c([N+](=O)[O-])c1	0.0	9.5	0.9	1.9	nt	-0.3	2.0	38.4	0.1	0.9
Cc1ccc(SCC(=O)N=C2NC(=O)CS2)cc1	-5.6	-1.9	1	3.6	-4.7	-5.3	-0.9	-12.7	0.9	1
CCC(C)(C(=O)NC1CCCCC1)N(Cc1ccco1)C(=O)c1cnccn1 (stereo unspecified)	-5.0	1.6	0.9	-0.3	24.6	-8.0	2.5	-2.5	-0.6	0.9
CCOC(=O)c1c(NC(=O)C[n+]2ccc(Cc3ccccc3)cc2)sc(C)c1C	-1.4	-2.2	1	1.2	-15.6	0.9	-0.4	52.5*	-0.4	0.9
CCOc1ccc2nc(NC(NC(=O)CC)(C(=O)OC)C(F)(F)F)sc2c1 (stereo unspecified)	-2.8	-4.1	1	0.1	nt	-9.2	-2.9	27.8	-0.3	1
CCCCNc1c2c3c(cccc3n(C)c1=O)C(=O)c1ccccc1-2	-0.6	22.6	0.9	9.2*	nt	15.9	0.9	6.1	-0.4	1
O=C(Nc1ccc(N2CCOCC2)cc1)C1CCCCC1	4.6	-5.2	0.9	0.8	nt	-15.1	-2.0	-2.4	-0.3	1.1
CN1CCN(C(=O)c2c(O)c3cccc4c3n(c2=O)CCC4)CC1	-2.5	-5.0	1.1	0.0	11.9	-10.2	-1.0	2.0	-0.1	1.1

A different layout for 2 compounds above.
canonical_smiles: CCOC(=O)c1c(NC(=O)C[n+]2ccc(Cc3ccccc3)cc2)sc(C)c1C
  HMGR II inh: -1.4; TNAP inh hiacc: -2.2; PMI activator: 1; RAM network inh: 1.2; S1P3 antag: -15.6; TNAP inh no acc: 0.9; Redox H2O2 prof: -0.4; L major viab: 52.5*; Hsp70 act: -0.4; PMI act hi M6P: 0.9

canonical_smiles: CCOc1ccc2nc(NC(NC(=O)CC)(C(=O)OC)C(F)(F)F)sc2c1 (stereo unspecified)
  HMGR II inh: -2.8; TNAP inh hiacc: -4.1; PMI activator: 1; RAM network inh: 0.1; S1P3 antag: nt; TNAP inh no acc: -9.2; Redox H2O2 prof: -2.9; L major viab: 27.8; Hsp70 act: -0.3; PMI act hi M6P: 1

Following part:
SMILES	HMGR II inh	TNAP inh hiacc	PMI activator	RAM network inh	S1P3 antag	TNAP inh no acc	Redox H2O2 prof	L major viab	Hsp70 act	PMI act hi M6P
Cc1ccc(NC(=S)NC(NC(=O)Cc2cccc3ccccc23)C(Cl)(Cl)Cl)cc1 (stereo unspecified)	-2.3	-4.8	1	6.3	nt	-11.2	0.3	13.2	-0.4	1.1
COc1ccc(-c2ccc(S(=O)(=O)N3CCCC3)cc2)cc1	-3.6	-0.8	1.1	2.7	-19.1	-9.2	-0.8	4.8	-0.1	0.9
O=[N+]([O-])c1nn(-c2ccc3c(c2)OCCO3)n(O)c1=NC1CCCCC1	2.6	1.5	0.9	2.5	nt	-16.2	0.2	70.1*	-0.1	1
O=C(O)/C=C/C(=O)Nc1cccc(C(F)(F)F)c1	-2.7	-2.8	1	-0.5	-15.9	-8.3	-0.4	-4.1	-0.3	1
